GPR151 ag: activators of human GPR151, primary screen, cell-based, PathHunter beta-arrestin, luminescence; G-protein coupled receptor 151 (Homo sapiens), Q8TDV0; PathHunter beta-arrestin GPR151 cells; activation, % at 11.2 µM; 1% of 650,000 active; in the data active = activation above about 4.9%;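 also: 0% = median of compound wells and 100% = cells with positive control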
Target sequence (Q8TDV0 whole entry, looked up): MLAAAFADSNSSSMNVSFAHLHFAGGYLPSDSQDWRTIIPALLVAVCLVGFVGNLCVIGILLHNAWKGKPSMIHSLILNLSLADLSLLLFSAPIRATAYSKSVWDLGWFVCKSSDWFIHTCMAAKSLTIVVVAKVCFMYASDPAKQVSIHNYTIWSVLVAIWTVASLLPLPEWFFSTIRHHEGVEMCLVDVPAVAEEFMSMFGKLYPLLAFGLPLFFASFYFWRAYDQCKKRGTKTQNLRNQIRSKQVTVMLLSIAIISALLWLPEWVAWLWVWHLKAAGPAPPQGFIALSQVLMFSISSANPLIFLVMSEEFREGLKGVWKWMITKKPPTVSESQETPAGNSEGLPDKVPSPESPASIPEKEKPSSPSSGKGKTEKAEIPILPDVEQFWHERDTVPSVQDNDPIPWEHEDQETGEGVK
FBW7 activator: FBW7 E3 ligase activators, primary screen, biochemical, AlphaScreen, human. normalized activity (activation), % at 26.1 µM. F-box/WD repeat-containing protein 7 (Homo sapiens), Q969H0. 0.13% of 650,000 active. AlphaScreen FBW7–phospho-cyclin E peptide binding, activator screen; in the data active = normalized activity above about 1.9%;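 also: purified mutant Fbw7 with reduced substrate affinity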
TEAD-YAP block: TEAD-YAP interaction inhibition, primary screen, TEAD-YAP interaction inhibitor project, luminescence, HEK-TIYL cells; inhibition, % at 9.12 µM; 1.4% of 640,000 active; TEAD-Gal4/YAP UAS-luciferase luminescence; AID 1259422, 2018; in the data active = inhibition above about 32%;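 also: 0% = median of test compound wells and 100% = reference inhibitor wells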
MITF inh: MITF inhibitors, primary screen, biochemical, AlphaScreen, human | Microphthalmia-associated transcription factor (Homo sapiens), O75030 | inhibition, % at 2.6 µM | 0.91% of 650,000 active | AlphaScreen MITF homodimerization, bead proximity signal; in the data active = inhibition above about 50%;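 also: 0% = vehicle wells with protein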
Target sequence (O75030 whole entry, looked up): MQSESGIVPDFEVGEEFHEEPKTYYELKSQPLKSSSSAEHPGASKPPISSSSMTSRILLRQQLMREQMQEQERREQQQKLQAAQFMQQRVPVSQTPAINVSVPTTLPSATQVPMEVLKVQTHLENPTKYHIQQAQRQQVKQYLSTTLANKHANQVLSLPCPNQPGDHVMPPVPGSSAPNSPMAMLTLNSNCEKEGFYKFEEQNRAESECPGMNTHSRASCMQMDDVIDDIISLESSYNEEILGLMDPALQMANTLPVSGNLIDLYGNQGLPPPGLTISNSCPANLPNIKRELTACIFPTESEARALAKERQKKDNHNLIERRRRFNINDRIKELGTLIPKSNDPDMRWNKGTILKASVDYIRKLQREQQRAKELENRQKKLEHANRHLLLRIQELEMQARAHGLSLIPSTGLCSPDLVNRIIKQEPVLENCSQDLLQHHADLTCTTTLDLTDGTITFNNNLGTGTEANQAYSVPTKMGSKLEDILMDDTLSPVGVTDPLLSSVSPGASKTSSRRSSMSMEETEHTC
Starred values were filed as active, the others as inactive. No enrichment for hits; any-hit rate near 3.4%.

SMILES | GPR151 ag | FBW7 activator | TEAD-YAP block | MITF inh
Cc1nc(N(C)c2ccc(C(C)C)cc2)c2c(C)c(C(=O)Nc3ccc4c(c3)OCO4)sc2n1 | 0.3 | -0.9 | -3 | -5
CCOc1ccc(OCCSc2nc3ccccc3n2CCOc2ccccc2F)cc1 | -0.4 | -0.2 | -26 | 4
CSc1nc2c(c(=O)n1Cc1ccccc1)C(C)(C)Cc1ccccc1-2 | 0.4 | 0.1 | -5 | 0
COc1cn(CC(=O)N2CCc3ccccc32)c(CSc2nnnn2C)cc1=O | -1.4 | 0.0 | 0 | -10
O=C(CCN1C(=O)/C(=C\c2cccs2)SC1=S)Nc1ccccc1C(=O)O | -1.1 | 0.2 | -5 | -5
NC(=O)c1ccc(Nc2nccc(-c3ccccc3)n2)c(Cl)c1 | -2.1 | 0.4 | -12 | 16
Cc1cccc(Nc2ccc(N3CCN(C(=O)c4ccccc4)CC3)nn2)n1 | -0.6 | 0.5 | 2 | 18
CCOC(=O)CN(C)C(=O)CCc1nnc(-c2ccc3c(c2)OCO3)o1 | -1.8 | 0.2 | -69 | 19
N#Cc1ccccc1CSc1nc2ccccc2c(=O)n1CC1CCC(C(=O)NCCc2ccccc2)CC1 (stereo not drawn) | -0.9 | 0.1 | -4 | 12
O=C(NCc1cccs1)c1cnn2c(C(F)F)cc(C3CC3)nc12 | -1.0 | 0.0 | -1 | 9
CC(=O)c1cccc(NC(=O)c2cc(-c3ccc4c(c3)OCO4)on2)c1 | -0.5 | -0.1 | -7 | -1
CCc1nc2ccccc2n1CCOC | -0.1 | 0.2 | -6 | -16
COc1ccccc1C(=O)NCC(=O)N/N=C/c1cccc([N+](=O)[O-])c1 | 2.0 | 0.0 | 6 | 6
C=CCc1cc(C)ccc1OCCCCNCCO | 0.2 | -0.1 | 3 | 12
O=[N+]([O-])c1ccc(-c2noc(CCC3CCCC3)n2)cc1 | 0.5 | -0.1 | 0 | 19
COc1cc2[nH]c(=S)nc(NC3CCCC3)c2cc1OC | 0.5 | 0.0 | 12 | -4
COc1ccc(CCNc2nc(Nc3cnccn3)nc3c2ncn3-c2ccsc2)cc1 | 2.9 | -0.1 | 5 | 3
CNc1ccccc1C(=O)OCC(=O)c1ccc(F)cc1 | -1.8 | 0.4 | -29 | 5
CC(=O)N1CCN(c2ccccc2NC(=O)c2cccc(F)c2)CC1 | -0.3 | 0.1 | -1 | 10
Cc1cc(C)c(C#N)c(SCC(=O)Nc2ccc(F)cc2)n1 | 0.8 | 0.0 | -46 | 14
CCOC(=O)N/N=C\c1ccc(Cl)s1 | -0.2 | 0.1 | -16 | -7
CN(C(=O)COC(=O)c1cccc2c1C(=O)c1ccccc1C2=O)C1CCS(=O)(=O)C1 (stereo not drawn) | 0.0 | -0.1 | 1 | 6
COc1ccc(CNc2ccc3ncc(-c4ccccc4CO)n3n2)cc1 | -1.1 | -0.1 | -8 | -23
CCc1ccc(C(=O)Nc2ccc(C(=O)O)cc2)cc1 | -0.3 | 0.1 | 58* | 10
Cc1cccc(NC(=O)CN2C(=O)C(C)(C)Oc3ccc(C(=O)NC(C)C)cc32)c1 | 1.1 | -0.1 | -6 | -6
Cc1nc2cnc(-c3ccc(N4CCOCC4)cc3)cn2c1NC(=O)c1ccco1 | -1.0 | -0.1 | -21 | 3
Cc1ccc(S(=O)(=O)NCCNS(C)(=O)=O)cc1[N+](=O)[O-] | 0.6 | 0.0 | 1 | 8
Cc1cccc(N2CCN(S(=O)(=O)c3cc(C(=O)Nc4ccc(Br)cc4)ccc3F)CC2C)c1 (stereo not drawn) | 0.5 | -0.1 | 4 | 5
COc1cc(OC)cc(C(=O)NNS(=O)(=O)c2ccc(F)cc2)c1 | -0.8 | -0.1 | 5 | -8
CC1(C)C(N(O)C(=O)Nc2cccc(Cl)c2)N(c2cccc(Cl)c2)C(=O)N1CCC1=CCCCC1 (stereo not drawn) | -0.1 | 0.3 | -9 | -7
CCOC(=O)C1=C(C)N=c2s/c(=C\c3cccs3)c(=O)n2C1c1cc(OC)c(OC)cc1Br (stereo not drawn) | -0.2 | -0.1 | -10 | 3
CSc1ccc(C2C(C#N)=C(N)OC(CSc3nc(C)c(C)c(C)c3C#N)=C2C(=O)OC(C)C)cc1 (stereo not drawn) | 1.8 | 0.0 | 10 | 22
CCc1ccc(NC(=O)CSc2nc3ccccc3c(=O)n2CCC(=O)NCCc2ccc(OC)c(OC)c2)cc1 | 0.2 | 0.1 | -1 | -4
COc1cccc(C(=O)NCCSc2ncc(-c3ccc(C)cc3)[nH]2)c1 | -1.7 | 0.6 | -2 | 8
Cc1ccc(C)c(Cn2c(C)c(CNCCc3c[nH]c4ccccc34)c(C(=O)O)c2C)c1 | 0.3 | 0.1 | -1 | 15
O=S(=O)(c1ccc(NCc2nc3ccccc3[nH]2)nc1)N1CCCCC1 | 0.5 | -0.2 | -6 | -11
NN(CCO)C(=S)Nc1ccccc1 | 0.0 | 0.0 | -3 | 13
Cn1c(SCCN2CCCC2)nnc1-c1ccncc1 | 2.4 | 0.1 | -5 | 20
Cc1nc(C)c(C(=O)Nc2cccc3ccccc23)s1 | -1.0 | -0.2 | -7 | 7
CC(NC(=O)C(Cc1ccc(OCc2ccccc2)cc1)NC(=O)OC(C)(C)C)C(N)=O (stereo not drawn) | 0.4 | 0.1 | 3 | -3
COc1ccccc1CCNC(=O)CCn1c(=O)oc2ccccc21 | 0.1 | 0.4 | -2 | 1
CC(C)c1ccc(/C=C/C(=O)NNC(=O)c2cccnc2)cc1 | 0.0 | 0.0 | -12 | 12
O=C1NC(=S)NC(=O)C1=Cc1ccc(OC(=O)c2ccccc2)cc1 | 0.3 | -0.1 | 0 | 22
C/C(CC(=O)Nc1cccc(Cl)c1C)=N/NC(=O)c1cccc(Cl)c1 | -0.7 | -0.1 | -50 | -3
COc1ccc(C(=O)OC(C)c2ccccc2Cl)cc1S(=O)(=O)N1CCCC1 (stereo not drawn) | 0.4 | -0.1 | -5 | 11
O=C(c1cnc(N2CCN(c3ccccn3)CC2)c2ccccc12)N1CCCCC1 | 0.4 | 0.1 | -1 | 5
O=C(CSc1nc2ccc(Br)cc2c(=O)n1-c1ccccc1)NC1CCCC1 | -0.3 | -0.1 | -6 | -2
O=C(O)c1ccc(NC2CC(O)C(CO)O2)cc1 (stereo not drawn) | 0.3 | 0.4 | 8 | 21
CC(C)NC(=O)c1cnn2c(C(F)(F)F)cc(-c3ccc(F)cc3)nc12 | 1.1 | -0.3 | 2 | -3
O=C(Nc1ccc2nc(SCc3ccc(Br)cc3)sc2c1)c1ccccc1Br | -1.0 | 0.0 | 1 | -5
CC(=O)c1cccc(NC(=O)CSc2nnc(-c3ccoc3C)n2Cc2ccco2)c1 | -0.1 | 0.0 | 5 | 4
Oc1[nH]c2ccccc2c1C1=NCCC1 | -0.1 | -0.2 | -11 | 2
COc1ccc(Br)cc1CN1CCC(N2CCCC2)CC1 | 0.1 | -0.1 | -2 | 50
CCN1CCC(N(Cc2ccco2)C(=O)Nc2ccccc2C(F)(F)F)CC1 | 0.4 | 0.4 | -8 | -5
CC1(C)C2CCC1(CS(=O)(=O)N1CCN(c3ccccc3F)CC1)C(=O)C2 (stereo not drawn) | 3.1 | 0.1 | 2 | -1
CC(=O)Nc1ccc(Nc2nc(-c3c(C)nn(C)c3C)nc3c2ncn3-c2ccccc2)cc1 | -0.3 | 0.2 | 23 | -9
CC(OC(=O)COc1ccc(C#N)cc1)C(=O)Nc1ncc(Cl)cc1Cl (stereo not drawn) | -0.2 | 0.1 | -7 | 4
Cc1cc(=O)oc2cc(OCC(=O)Nc3ccccc3[N+](=O)[O-])ccc12 | -0.7 | 0.1 | -4 | 6
CN1CCN(C(=O)c2cc(-c3cccs3)n(CC(=O)NCCC3=CCCCC3)n2)CC1 | 0.2 | 0.5 | 12 | 14
CC(=O)Nc1ccc2nc(SCC(=O)O)sc2c1 | -0.7 | 0.0 | 0 | 2

Continuation:
SMILES | GPR151 ag | FBW7 activator | TEAD-YAP block | MITF inh
COc1ccc(-c2nc(NC(=O)CSc3ccc(F)cc3)sc2C)cc1 | 2.4 | 0.0 | -3 | -2
CC1CN(C(=O)N2CCC(C(=O)O)CC2)c2ccccc2S1 (stereo not drawn) | -0.7 | -0.2 | -13 | 1
O=S(=O)(c1ccc(N2CCOCC2)c(N=Cc2cccc(O)c2O)c1)N1CCOCC1 | 1.8 | -0.2 | 0 | 6
Cc1ccc2nc(SCc3cn4c(C)csc4n3)[nH]c2c1 | -0.6 | 0.0 | -18 | 1
O=C(O)CCC(=O)N1N=C(c2ccc(Cl)cc2)CC1c1cccs1 (stereo not drawn) | -0.8 | 0.1 | 3 | 13
CC(=O)c1ccccc1-c1ccc2c(-c3ccc(N4CCNCC4)cc3)[nH]nc2n1 | 1.0 | 0.3 | 5 | 3
CCCCOC(=O)c1ccc(Nc2ncnc(N)c2[N+](=O)[O-])cc1 | -1.3 | 0.2 | -1 | 19
CCOC(=O)C1=C(C)NC2=C(C(=O)C(C(=O)OCC)C(c3cccc(OC)c3)C2)C1c1ccc(OC)cc1OC (stereo not drawn) | -0.1 | 0.1 | 1 | 0
COc1ccc(Nc2nc(-c3ccc4c(c3)NC(=O)CO4)cs2)cc1 | 0.1 | 0.0 | -35 | 1
CCOc1ccc(C(=O)Nc2ccccc2[N+](=O)[O-])cc1Cl | 0.0 | -0.1 | -37 | 6
Cc1ccc(/C=N/NC(=S)N2CCOCC2)cc1 | -1.7 | 0.1 | -48 | -2
COc1ccc(C(C)=O)cc1COC(=O)c1ccc(C)c(NC(=O)c2ccco2)c1 | 0.3 | 0.6 | 8 | 14
CN1CCN(C(CNC(=O)c2ccc(-c3ccccc3)cc2)c2ccsc2)CC1 (stereo not drawn) | -0.1 | -0.1 | -8 | 55*
CC(=O)c1ccc(-c2cnc3c(NCc4ccco4)nccn23)s1 | -0.1 | 0.2 | 3 | -15
CCCCOc1cc2oc(=O)cc(C)c2cc1Cl | 3.2 | 0.0 | -11 | 9
Cn1c(C(=O)N2CCC(Cc3ccccc3)CC2)cc2c(=O)n3ccccc3nc21 | -0.4 | 0.9 | -7 | -7
N#Cc1cc([N+](=O)[O-])ccc1Nc1ccc2c(c1)OCCO2 | -2.4 | 0.0 | 27 | 3
CCc1cc2c(cc3c(=O)n(CC(=O)NC4CCCCC4)ncn32)s1 | 0.7 | -0.2 | -10 | -11
COC(=O)c1nc(Cl)c(Cl)c(Cl)c1Cl | -1.9 | -0.1 | 6 | 2
NC(=O)Cc1ccc(OCC(O)CN2CCCCC2)cc1 (stereo not drawn) | -0.7 | -0.1 | -8 | -13
O=C(CSC1CC(=O)N(c2ccc(Cl)cc2Cl)C1=O)Nc1ccc(Br)cc1 (stereo not drawn) | -0.4 | 0.7 | 9 | 23
COc1ccc(C2(C(=O)N3CCCC(c4nc(C)ncc4-c4ccncc4)C3)CC2)cc1 (stereo not drawn) | -0.7 | -0.1 | -23 | -1
Cc1cc(C)cc(NC(=O)C2CCN(c3nc(C)cc(C)n3)CC2)c1 | 0.3 | -0.1 | 1 | 5
CCCS(=O)(=O)N1CCN(C2CCC(C)CC2)CC1 (stereo not drawn) | 0.4 | 0.1 | -2 | 30
Cc1ccc(CN2C(=O)C3CCCN3c3ncccc32)cc1 (stereo not drawn) | 0.0 | 0.0 | 1 | -6
COc1ccc(C(N)C(=O)N2CCCN(C(=O)c3ccc4[nH]ncc4c3)CC2)cc1 (stereo not drawn) | -0.5 | -0.1 | 2 | -3
COc1ccc(/C=C(/NC(=O)/C=C/c2ccccc2)C(N)=O)cc1 | 3.1 | -0.1 | -1 | 2
Cc1nc(-c2ccncc2)cc(N2CCN(CCO)CC2)n1 | 0.0 | -0.1 | -1 | 3
Cc1ccc(C2NC(=O)NC(O)(C(F)(F)F)C2C(=O)c2ccccc2)o1 (stereo not drawn) | -0.4 | -0.1 | 1 | -2

Of the compounds above, 11 contain a thiophene ring, fused or not:
SMILES | GPR151 ag | FBW7 activator | TEAD-YAP block | MITF inh
Cc1nc(N(C)c2ccc(C(C)C)cc2)c2c(C)c(C(=O)Nc3ccc4c(c3)OCO4)sc2n1 | 0.3 | -0.9 | -3 | -5
O=C(CCN1C(=O)/C(=C\c2cccs2)SC1=S)Nc1ccccc1C(=O)O | -1.1 | 0.2 | -5 | -5
O=C(NCc1cccs1)c1cnn2c(C(F)F)cc(C3CC3)nc12 | -1.0 | 0.0 | -1 | 9
COc1ccc(CCNc2nc(Nc3cnccn3)nc3c2ncn3-c2ccsc2)cc1 | 2.9 | -0.1 | 5 | 3
CCOC(=O)N/N=C\c1ccc(Cl)s1 | -0.2 | 0.1 | -16 | -7
CCOC(=O)C1=C(C)N=c2s/c(=C\c3cccs3)c(=O)n2C1c1cc(OC)c(OC)cc1Br (stereo not drawn) | -0.2 | -0.1 | -10 | 3
CN1CCN(C(=O)c2cc(-c3cccs3)n(CC(=O)NCCC3=CCCCC3)n2)CC1 | 0.2 | 0.5 | 12 | 14
O=C(O)CCC(=O)N1N=C(c2ccc(Cl)cc2)CC1c1cccs1 (stereo not drawn) | -0.8 | 0.1 | 3 | 13
CN1CCN(C(CNC(=O)c2ccc(-c3ccccc3)cc2)c2ccsc2)CC1 (stereo not drawn) | -0.1 | -0.1 | -8 | 55*
CC(=O)c1ccc(-c2cnc3c(NCc4ccco4)nccn23)s1 | -0.1 | 0.2 | 3 | -15
CCc1cc2c(cc3c(=O)n(CC(=O)NC4CCCCC4)ncn32)s1 | 0.7 | -0.2 | -10 | -11
